Compound activity deposited in PubChem by The Scripps Research Institute Molecular Screening Center.
LYPLA2 counter: blocks human lysophospholipase 2, a PME1 counter-screen. O95372. recombinant LYPLA2, FP-Rh probe fluorescence polarization. inhibition, % at 5.9 µM. 320,000 tested, 0.38% active;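 active = inhibition above the screen-wide mean plus 3 SD, limit set per campaign, cut at about 26% in these data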;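 also: 0% = LYPLA2 with DMSO and 100% = wells lacking LYPLA2 enzyme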
GSTO1 counter: blocks human GSTO1 in RBBP9 counter-screen. P78417. recombinant GSTO1, activity-based probe fluorescence polarization. inhibition, % at 5.96 µM. 300,000 tested, 1.1% active;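 active = inhibition above the campaign mean inhibition plus 3 SD, cut at about 35% in these data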;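 also: 0% = GSTO1-1 with DMSO and 100% = wells lacking GSTO1-1 enzyme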
Target sequence (P78417 whole entry, looked up): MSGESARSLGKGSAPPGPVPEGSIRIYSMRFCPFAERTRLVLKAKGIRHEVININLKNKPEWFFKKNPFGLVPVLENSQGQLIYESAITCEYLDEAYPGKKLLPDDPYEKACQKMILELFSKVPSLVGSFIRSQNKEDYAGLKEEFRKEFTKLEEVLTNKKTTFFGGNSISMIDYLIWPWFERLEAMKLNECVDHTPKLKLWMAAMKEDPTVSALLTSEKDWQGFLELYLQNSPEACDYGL
PAFAH2 inh: inhibitors of human PAFAH2; 340,000 tested, 0.99% active; recombinant PAFAH2, FP-rhodamine activity probe, fluorescence polarization; inhibition, % at 3.39 µM; AID 492956; Q99487;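 active = inhibition above the mean over all tested compounds plus 3 SD, cut at about 30% in these data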;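 also: inhibitors block probe labeling of enzyme so polarization drops; 0% = enzyme with DMSO and 100% = wells lacking PAFAH2 protein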
PAFAH1B3 FP inh: inhibitors of human PAFAH1B3; Q15102; recombinant PAFAH1B3, FP-rhodamine probe, fluorescence polarization; inhibition, % at 3.39 µM; 340,000 tested, 0.28% active; AID 492972;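 active = inhibition above the screen-wide average of all tested compounds plus 3 SD, cut at about 25% in these data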;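 also: 0% = enzyme with DMSO only and 100% = wells lacking PAFAH1B3 protein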
Target sequence (Q15102 whole entry, looked up): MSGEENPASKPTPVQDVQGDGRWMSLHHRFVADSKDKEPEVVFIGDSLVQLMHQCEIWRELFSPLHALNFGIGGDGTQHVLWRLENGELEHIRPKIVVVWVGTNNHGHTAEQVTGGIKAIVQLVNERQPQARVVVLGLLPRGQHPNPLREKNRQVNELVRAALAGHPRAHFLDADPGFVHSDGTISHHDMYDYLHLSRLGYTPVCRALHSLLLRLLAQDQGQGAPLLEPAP
PAD4 FP inh: inhibitors of human PAD4. inhibition, % at 6.36 µM. recombinant PAD4, RCA probe fluorescence polarization. 330,000 tested, 0.41% active. Q9UM07. AID 485272;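 active = percent inhibition above a cutoff equal to the mean of all tested compounds plus 3 SD, cut at about 15% in these data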;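 also: 0% = PAD4 with RCA probe and DMSO and 100% = probe without PAD4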
pPAFAH inh: inhibitors of human plasma PAF acetylhydrolase (pPAFAH). inhibition, % at 3.39 µM. Q13093. recombinant pPAFAH, FP-rhodamine probe fluorescence polarization. 330,000 tested, 1.5% active. AID 463082;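 active = inhibition above the mean inhibition across the screen plus 3 SD, cut at about 25% in these data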;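 also: inhibitors block binding of the rhodamine activity-based probe so polarization drops; 0% = enzyme with DMSO and 100% = wells lacking pPAFAH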
PAFAH1B2 inh: blocks human PAF acetylhydrolase 1b catalytic subunit 2. P68402. recombinant PAFAH1B2, FP-rhodamine activity probe, fluorescence polarization. inhibition, % at 3.39 µM. 340,000 tested, 1.2% active. AID 492953;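 active = inhibition above the mean of all tested compounds plus 3 SD, cut at about 24% in these data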;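 also: 0% = enzyme with DMSO and 100% = wells lacking PAFAH1B2; many of its hits are not listed in these tables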
Target sequence (P68402 whole entry, looked up): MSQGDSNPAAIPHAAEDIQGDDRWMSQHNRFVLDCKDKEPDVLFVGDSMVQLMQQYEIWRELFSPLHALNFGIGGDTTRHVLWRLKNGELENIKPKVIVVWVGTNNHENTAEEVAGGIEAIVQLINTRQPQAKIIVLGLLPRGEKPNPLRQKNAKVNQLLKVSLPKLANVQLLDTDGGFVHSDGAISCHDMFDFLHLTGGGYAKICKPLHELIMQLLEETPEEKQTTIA
LYPLA1 inh: blocks human lysophospholipase 1, a PME1 counter-screen. O75608. recombinant LYPLA1, FP-Rh probe fluorescence polarization. inhibition, % at 5.9 µM. 320,000 tested, 0.16% active. AID 2174;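 active = inhibition above the mean of all tested compounds plus 3 SD, set per campaign, cut at about 14% in these data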;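 also: inhibitors block serine hydrolase probe labeling of LYPLA1 so polarization falls; 0% = enzyme with DMSO and 100% = wells lacking LYPLA1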
Target sequence (O75608 whole entry, looked up): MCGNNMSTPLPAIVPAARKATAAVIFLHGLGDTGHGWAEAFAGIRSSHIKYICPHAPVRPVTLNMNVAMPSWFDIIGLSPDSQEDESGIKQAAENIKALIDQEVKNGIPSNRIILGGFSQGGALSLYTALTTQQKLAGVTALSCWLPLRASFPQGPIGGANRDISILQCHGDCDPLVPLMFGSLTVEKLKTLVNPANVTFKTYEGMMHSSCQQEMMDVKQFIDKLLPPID
PREPL inhibitor: human PREPL enzyme inhibition; recombinant PREPL, fluorescence polarization activity-based probe; inhibition, % at 5.96 µM; 320,000 tested, 0.68% active; AID 2751; in the data active = inhibition above about 43%;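 also: 0% = enzyme with DMSO and 100% = wells lacking enzyme; many of its hits are not listed in these tables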
* marks the source's active call; other numbers are inactive results; nt = not tested or not shown. The list is partial; rates above refer to the full screens.

[1] COc1ccc(N2C(=O)CC(N(C)CCc3ccc(OC)c(OC)c3)C2=O)cc1 (stereo unspecified)
[2] Cc1ccc(SCCNC(=O)/C=C/c2cccc([N+](=O)[O-])c2)cc1
[3] CC1CN(C(=O)c2ccc([N+](=O)[O-])s2)CC(C)O1 (stereo unspecified)
[4] O=C(CN(C(=O)CNC(=O)c1cccs1)c1ccccc1)NC1CCCCC1
[5] CCN(CC)S(=O)(=O)c1ccc2oc(C(=O)NCCCN3CCOCC3)c(C)c2c1
[6] Cc1cc(C)nc(N2CCCC(CCC(=O)NCc3ccc(F)c(F)c3)C2)n1 (stereo unspecified)
[7] CC(=O)OCC(OC(C)=O)C(OC(C)=O)C(OC(C)=O)C(=O)Nc1ccc(C)cc1 (stereo unspecified)
[8] C=CCSC1=N/C(=C\c2sccc2C)C(=O)S1
Screen / compound no.	1	2	3	4	5	6	7	8
LYPLA2 counter	-3	6	nt	8	-1	7	0	8
GSTO1 counter	3	0	nt	1	-4	-13	3	1
PAFAH2 inh	3	2	5	5	5	9	1	7
PAFAH1B3 FP inh	8	-5	2	-3	0	8	-4	5
PAD4 FP inh	2	1	-7	-11	7	-4	-5	2
pPAFAH inh	0	7	-1	3	4	-1	2	1
PAFAH1B2 inh	0	15	2	-3	-5	4	-1	0
LYPLA1 inh	-2	-4	nt	1	-1	4	-4	-1
PREPL inhibitor	1	18	2	-7	-1	-3	-1	4

[9] CCN(CC)CCCNC(=O)c1c(O)c2cc(F)cc3c2n(c1=O)C(C)CC3 (stereo unspecified)
[10] COc1ccc(S(=O)(=O)N2CCC(C(=O)NCCC3=CCCCC3)CC2)cc1C
[11] CC(=O)c1ccccc1NC(=O)COC(=O)/C=C/c1ccc(OC(F)F)cc1
[12] Cn1c(-c2ccc(Cl)cc2)ccc(C#N)c1=O
[13] COc1ccc(-n2c(CN3CCN(Cc4ccccc4)CC3)nc3ccc([N+](=O)[O-])cc3c2=O)c(OC)c1
[14] CCN(CC)C(=O)CSc1nsc(SCC(=O)N(CC)CC)c1C#N
[15] COc1cccc(OC)c1C(=O)NC(=S)Nc1ccc2oc(=O)ccc2c1
[16] CC(NCc1ccccc1O)C12CC3CC(CC(C3)C1)C2 (stereo unspecified)
Screen / compound no.	9	10	11	12	13	14	15	16
LYPLA2 counter	-3	5	2	2	3	-9	5	-3
GSTO1 counter	11	1	31	-4	13	-3	-2	-4
PAFAH2 inh	-3	1	8	2	-2	-2	2	7
PAFAH1B3 FP inh	8	6	1	-7	6	5	9	3
PAD4 FP inh	1	6	-4	2	0	0	0	-2
pPAFAH inh	5	6	7	5	5	-2	4	-5
PAFAH1B2 inh	4	3	3	-2	-1	1	-2	1
LYPLA1 inh	0	1	3	5	2	-1	-1	-1
PREPL inhibitor	9	13	9	-28	51*	11	0	-4

An excerpt of these results, as labelled records.
#10 COc1ccc(S(=O)(=O)N2CCC(C(=O)NCCC3=CCCCC3)CC2)cc1C
  LYPLA2 counter: 5
  GSTO1 counter: 1
  PAFAH2 inh: 1
  PAFAH1B3 FP inh: 6
  PAD4 FP inh: 6
  pPAFAH inh: 6
  PAFAH1B2 inh: 3
  LYPLA1 inh: 1
  PREPL inhibitor: 13
#11 CC(=O)c1ccccc1NC(=O)COC(=O)/C=C/c1ccc(OC(F)F)cc1
  LYPLA2 counter: 2
  GSTO1 counter: 31
  PAFAH2 inh: 8
  PAFAH1B3 FP inh: 1
  PAD4 FP inh: -4
  pPAFAH inh: 7
  PAFAH1B2 inh: 3
  LYPLA1 inh: 3
  PREPL inhibitor: 9
#12 Cn1c(-c2ccc(Cl)cc2)ccc(C#N)c1=O
  LYPLA2 counter: 2
  GSTO1 counter: -4
  PAFAH2 inh: 2
  PAFAH1B3 FP inh: -7
  PAD4 FP inh: 2
  pPAFAH inh: 5
  PAFAH1B2 inh: -2
  LYPLA1 inh: 5
  PREPL inhibitor: -28
#13 COc1ccc(-n2c(CN3CCN(Cc4ccccc4)CC3)nc3ccc([N+](=O)[O-])cc3c2=O)c(OC)c1
  LYPLA2 counter: 3
  GSTO1 counter: 13
  PAFAH2 inh: -2
  PAFAH1B3 FP inh: 6
  PAD4 FP inh: 0
  pPAFAH inh: 5
  PAFAH1B2 inh: -1
  LYPLA1 inh: 2
  PREPL inhibitor: 51*

The main list resumes, repeating the two entries before the break.
[15] COc1cccc(OC)c1C(=O)NC(=S)Nc1ccc2oc(=O)ccc2c1
[16] CC(NCc1ccccc1O)C12CC3CC(CC(C3)C1)C2 (stereo unspecified)
[17] COC(=O)c1ccc(CSCC(=O)Nc2cc(OC)cc(OC)c2)o1
[18] COC(=O)C(C(=O)OC)C(CC(=O)c1ccc(C)cc1)c1cc(OC)c(OC)c(OC)c1 (stereo unspecified)
[19] CCN(CC)Cc1c(O)ccc2occ(C(=O)c3ccccc3)c12
[20] CCCCC1=NN2CCS(=O)(=O)N=C2S1
[21] CCCC(=O)NCCc1cc2c(C)ccc(C)c2[nH]c1=O
[22] COc1ccc(N2CCN(C3CCCN(Cc4cccc(C(C)=O)c4)C3)CC2)cc1 (stereo unspecified)
[23] Cc1nn(CC(=O)NCCCc2ccccc2)c(=O)c2cc3occc3n12
[24] CC(OC(=O)CCSc1ccccc1)C(=O)Nc1ccc(S(N)(=O)=O)cc1 (stereo unspecified)
Screen / compound no.	15	16	17	18	19	20	21	22	23	24
LYPLA2 counter	5	-3	-2	3	-8	3	1	7	-2	-3
GSTO1 counter	-2	-4	0	-4	5	-7	6	8	2	7
PAFAH2 inh	2	7	-7	-8	1	-4	-5	-2	3	2
PAFAH1B3 FP inh	9	3	6	3	2	-4	-1	1	7	5
PAD4 FP inh	0	-2	-4	2	-4	0	-3	0	-1	-2
pPAFAH inh	4	-5	-1	3	4	4	5	-2	0	5
PAFAH1B2 inh	-2	1	0	6	5	3	-6	1	6	6
LYPLA1 inh	-1	-1	-4	2	-2	4	1	1	2	0
PREPL inhibitor	0	-4	5	8	5	-2	-5	-8	-6	0

[25] COc1ccc(-c2noc(CN(C)C(=O)c3ccoc3C)n2)cc1OC
[26] CCN(C(=O)CSc1nnnn1-c1ccccc1)C1CCS(=O)(=O)C1 (stereo unspecified)
[27] COc1ccc(-c2nc(C#N)c(NC(C)c3ccccc3)o2)cc1OC (stereo unspecified)
[28] O=C(N/N=C/c1ccc2c(c1)OCO2)c1cccs1
[29] CN(C(=O)c1cccc(Cl)c1)C1CCCN(Cc2ccccc2F)C1 (stereo unspecified)
[30] Cc1ccc(Nc2nc3ccc(Cl)cc3n3cnnc23)cc1F
[31] CC(OC(=O)c1ccco1)C(=O)NCc1ccc2c(c1)OCO2 (stereo unspecified)
[32] CCC(Sc1ncnc2c1c(-c1ccccc1)cn2-c1ccc(OC)cc1)C(=O)OC (stereo unspecified)
Screen / compound no.	25	26	27	28	29	30	31	32
LYPLA2 counter	-3	-10	-2	-1	-7	-5	3	-4
GSTO1 counter	4	6	-46	-2	4	-5	3	3
PAFAH2 inh	5	-1	5	3	-6	4	2	-2
PAFAH1B3 FP inh	4	10	5	5	11	4	-4	-4
PAD4 FP inh	0	-3	-5	-2	-6	2	-6	3
pPAFAH inh	-1	-7	10	2	-1	-2	-6	18
PAFAH1B2 inh	4	1	11	-2	1	5	1	-3
LYPLA1 inh	-7	-1	1	0	1	-4	0	-4
PREPL inhibitor	-4	21	16	-5	-8	13	-3	0

[33] Cc1cccc(-n2c(-c3ccc(Br)o3)n[nH]c2=S)c1
[34] Cc1nnc(SCCn2c(N3CCC(Cc4ccccc4)CC3)nc3c2c(=O)[nH]c(=O)n3C)s1
[35] CCN(CC)CCNC(=O)c1ccc(NC(=O)c2ccc3c(c2)CCC3)cc1
[36] CCCCN(C(=O)Cn1nnc2ccccc21)C(C(=O)NCCOC)c1cccs1 (stereo unspecified)
[37] CC(=O)Nc1ccc(NC(=O)C2CCN(C(=O)c3cccs3)CC2)cc1
[38] Cc1cc(NC(=O)c2ccc(Cl)cc2Cl)n(-c2ccccc2)n1
[39] O=C(NCc1ccccn1)c1ccc(S(=O)(=O)Nc2ccccc2F)cc1
[40] O=C(CC12CC3CC(CC(C3)C1)C2)NCc1ccncc1
Screen / compound no.	33	34	35	36	37	38	39	40
LYPLA2 counter	5	1	0	-3	-4	nt	5	-3
GSTO1 counter	5	14	-4	3	-1	nt	3	3
PAFAH2 inh	3	nt	-5	-8	2	4	3	-6
PAFAH1B3 FP inh	-4	nt	2	6	3	0	0	-6
PAD4 FP inh	1	3	0	-4	-9	3	7	-3
pPAFAH inh	-1	-3	-1	3	-8	0	5	5
PAFAH1B2 inh	3	nt	6	0	-1	7	1	10
LYPLA1 inh	0	4	-6	-4	-4	nt	2	-2
PREPL inhibitor	2	40	-2	-1	-3	12	17	4

[41] NNC(=O)c1ccc(COCC(F)(F)C(F)F)cc1
[42] O=S(=O)(N/N=C\C=C\c1ccccc1)c1ccc(Br)cc1
[43] CCOc1ccc(CCNC(=O)CCC(=O)Nc2ccc3nc(N4CCN(C)CC4)cc(C)c3c2)cc1OCC
[44] O=C(O)/C=C/c1ccccc1Oc1ccc(Cl)cc1Cl
[45] O=C(Nc1ccc(C(F)(F)F)cc1)C1(c2ccccc2)CC1
[46] CCOC(=O)N1CCN(C(=O)c2ccc(NS(=O)(=O)c3ccc(F)cc3)cc2)CC1
[47] CCOc1ccc(CCNC(=O)CN2C(=O)NC3(CCCCCC3)C2=O)cc1OCC
[48] CC1CN(Cc2ccccc2)c2nc3c(c(=O)n(CC(=O)O)c(=O)n3C)n2C1 (stereo unspecified)
Screen / compound no.	41	42	43	44	45	46	47	48
LYPLA2 counter	1	-1	-5	7	1	6	-2	-4
GSTO1 counter	-3	4	-10	-16	11	11	nt	-2
PAFAH2 inh	0	3	-10	-3	-16	-1	1	4
PAFAH1B3 FP inh	4	7	6	14	-1	4	4	2
PAD4 FP inh	-1	1	2	-1	0	1	4	-4
pPAFAH inh	-4	6	0	1	0	2	-3	4
PAFAH1B2 inh	-3	1	2	10	12	9	3	5
LYPLA1 inh	-2	-4	-1	1	-5	0	-1	-2
PREPL inhibitor	16	-42	9	-4	-3	-1	10	2

Down the list, as entered above:
PAFAH1B2 inh, nos. 41–48, in order: -3, 1, 2, 10, 12, 9, 3, 5
PAFAH2 inh, nos. 41–48, in order: 0, 3, -10, -3, -16, -1, 1, 4

Later entries
[49] CN(C)S(=O)(=O)N1CCN(C(=O)N2CCCCCC2)CC1
[50] CCc1cc2c(SCC(=O)Nc3ccc(NC(C)=O)cc3)ncnc2s1
[51] NC(=O)CC(NC(=O)Cc1cccc2ccccc12)c1ccc(NCCOc2ccccc2)c([N+](=O)[O-])c1 (stereo unspecified)
[52] CCSc1nc(-c2ccc(OC)cc2)cc(-c2ccccc2)c1C#N
Screen / compound no.	49	50	51	52
LYPLA2 counter	-4	7	-29	-6
GSTO1 counter	2	nt	-18	0
PAFAH2 inh	-6	-5	-6	-9
PAFAH1B3 FP inh	11	12	-12	-1
PAD4 FP inh	-7	0	-10	-1
pPAFAH inh	-5	2	-10	-2
PAFAH1B2 inh	-3	-1	21	2
LYPLA1 inh	0	-1	-16	-3
PREPL inhibitor	10	3	-17	3
